p97 ATPase inh: human p97 ATPase inhibition. P55072. recombinant p97 ATPase, Kinase-Glo ATP luminescence, 3 h. inhibition, % at 8 µM. 0.42% of 220,000 active. AID 1481; in the data active = inhibition above about 15%;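 also: 0% = DMSO vehicle and 100% = wells lacking enzyme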
Hck Nef HTS: blocks Nef-activated human Hck kinase | P08631 | 0.68% of 220,000 active | Recombinant Hck-YEEI plus Nef, Z-Lyte FRET kinase assay | inhibition, % at 20 µM | AID 463187;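 active = Hck-Nef kinase inhibition above about 50%, limit read from the data; inactive = inhibition below that limit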;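 also: 0% = DMSO with Hck plus Nef and 100% = Hck alone without Nef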
NPY Y1 blocker: NPY-Y1 (human) receptor antagonism; HEK293-CNG Y1 cells, membrane potential fluorescence; NPY at EC95, then isoproterenol; inhibition, % at 3.6 µM; 1% of 200,000 active;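 active = inhibition above the campaign mean inhibition of all tested compounds plus 3 SD, cut at about 20% in these data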;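 also: 0% = DMSO wells given NPY plus isoproterenol and 100% = isoproterenol alone without NPY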
Target sequence (P25929 whole entry, looked up): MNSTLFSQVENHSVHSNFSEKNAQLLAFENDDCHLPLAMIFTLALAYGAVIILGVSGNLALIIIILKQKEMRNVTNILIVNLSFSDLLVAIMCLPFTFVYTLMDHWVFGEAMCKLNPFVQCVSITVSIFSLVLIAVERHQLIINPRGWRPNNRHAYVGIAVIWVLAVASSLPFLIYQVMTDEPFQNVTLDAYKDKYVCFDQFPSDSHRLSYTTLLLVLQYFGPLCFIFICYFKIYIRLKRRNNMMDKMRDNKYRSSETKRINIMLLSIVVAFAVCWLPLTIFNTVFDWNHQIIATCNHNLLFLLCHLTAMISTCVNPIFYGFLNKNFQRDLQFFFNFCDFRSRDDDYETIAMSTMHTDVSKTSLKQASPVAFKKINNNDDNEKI
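Benchmarks – high control isoproterenol alone, low control NPY with isoproterenol · Material – HEK293 Y1/CNG channel cell line · Times – dye 3 h, compound 60 min room temperature, stimulation 45 min · Probe or stimulus – NPY (25 nM), isoproterenol (1 µM), Ro 20-1724 (25 µM) · Evaluation – % inhibition of NPY effect · Signal – fluorescence, membrane potential probe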
MDM2 E3 inh: blocks human Mdm2 ubiquitin ligase activity; AID 1230; signal enhancement, % at 5 µM; cell-based MDM2 ubiquitination luciferase reporter, 2 h; 0 = plate control, 100 = twice control, blank-subtracted; Q00987; 0.11% of 210,000 active;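 active = signal enhancement of 30% or more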;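 also: luminescence tracks abundance of the self-degrading MDM2-luciferase fusion protein; higher signal means inhibition of MDM2 E3 ligase activity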
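Material: Stable MDM2–luciferase fusion reporter cells | Amount: 2000 cells seeded into each well | Dosing: One concentration, 5 µM, with 0.2% DMSO | Incubation: 4 h cell settling then 2 h compound exposure, 37 °C | Measured by: Luciferase luminescence | Read-out basis: % enhancement relative to plate controls after blank subtraction | Benchmarks: Control and blank well means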
NPY-Y1 PAM-ag: human NPY-Y1 potentiation or agonism, primary screen; NPY-Y1 expressing cells, potentiator/agonist activation; AID 1304; P25929; activation, % at 3.6 µM; 0.37% of 220,000 active; in the data active = activation above about 33%, passing the limit was not always enough;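 also: cells stimulated with NPY at EC10 then isoproterenol at EC100; 0% = low agonist plus stimulus and 100% = saturating agonist plus stimulus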
Runt-CBFb FRET: Runt domain-CBFb interaction inhibition | inhibition, % at 20 µM | Cerulean-Runt/Venus-CBFb FRET ratio 530/480, 1 h | 0.46% of 220,000 active | AID 1496;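 active = inhibition over about 50% at 20 µM in the single-dose screen, limit read from the data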;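 also: 0% = DMSO wells and 100% = excess unlabeled CBFb competitor control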
Target sequence (Q01196 whole entry, looked up, the tested form may be a part): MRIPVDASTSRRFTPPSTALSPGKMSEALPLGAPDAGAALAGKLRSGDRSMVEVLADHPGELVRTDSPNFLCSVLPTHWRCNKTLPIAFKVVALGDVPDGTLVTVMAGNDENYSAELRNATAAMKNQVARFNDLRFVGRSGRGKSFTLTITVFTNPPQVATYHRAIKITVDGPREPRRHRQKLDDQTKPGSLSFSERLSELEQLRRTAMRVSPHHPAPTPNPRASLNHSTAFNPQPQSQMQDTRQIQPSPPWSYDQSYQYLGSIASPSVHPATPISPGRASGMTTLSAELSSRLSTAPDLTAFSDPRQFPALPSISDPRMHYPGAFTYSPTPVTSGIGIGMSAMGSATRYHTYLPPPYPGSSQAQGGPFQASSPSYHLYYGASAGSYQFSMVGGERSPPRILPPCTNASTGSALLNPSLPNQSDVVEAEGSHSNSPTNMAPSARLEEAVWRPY
Target sequence (Q13951 whole entry, looked up, the tested form may be a part): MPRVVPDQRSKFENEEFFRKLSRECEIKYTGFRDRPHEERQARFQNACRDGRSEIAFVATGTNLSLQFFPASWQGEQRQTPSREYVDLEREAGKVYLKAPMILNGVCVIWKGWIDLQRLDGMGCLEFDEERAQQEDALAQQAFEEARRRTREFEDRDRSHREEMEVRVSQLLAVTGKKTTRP
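Schedule: protein complex preformed 1 h, compound exposure 1 h, room temperature, dark; test system: Cerulean-labeled Runt domain protein; amount: 100 nM per protein; buffer or medium: Tris 50 mM pH 7.5, KCl, K2SO4, 0.01% BSA; read-out: loss of energy transfer signal; detection: FRET fluorescence; controls: 5 µM unlabeled CBFb as full-inhibition high control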
NPY2 pot ag: potentiators or agonists of human neuropeptide Y receptor Y2; P49146; 0.45% of 220,000 active; cells expressing NPY-Y2, potentiator/agonist read-out; activation, % at 3.6 µM; in the data active = activation above about 27%;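 also: cells stimulated with NPY near EC25 plus isoproterenol at EC100; 0% = vehicle plus submaximal agonist and 100% = vehicle plus saturating agonist; some results beyond the cut were filed as inactive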
RBBP9 inh: inhibitors of human serine hydrolase RBBP9; AID 1515; O75884; recombinant RBBP9, FP-Rh probe fluorescence polarization; 0.2% of 220,000 active; inhibition, % at 7.94 µM;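 active = inhibition above the campaign mean of all tested compounds plus 3 SD, cut at about 14% in these data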;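 also: plate controls were DMSO wells with RBBP9 for no effect and wells lacking RBBP9 protein for full effect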
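system = RBBP9 protein | input = RBBP9 at 2.5 µM in dispensed solution, before mixing | measured by = fluorescence polarization (mP), excitation 525 nm, emission 598 nm | incubation = enzyme-compound preincubation 30 min, then probe labeling 45 min, 25 °C | buffer or medium = Tris-NaCl-Pluronic buffer, pH 8.0 | compound = single dose 7.94 µM | also added = FP-Rh probe, 375 nM dispensing solution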
Runt-SMMHC FRET: Runt domain-CBFb-SMMHC interaction inhibition; Q01196+Q13951; Cerulean-Runt/Venus-CBFb-SMMHC FRET ratio 530/480, 1 h; inhibition, % at 20 µM; 0.74% of 220,000 active; AID 1434;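 active = mean inhibition across duplicate retests at 20 µM reaching about 50%, limit read from the data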;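 also: 0% = DMSO wells and 100% = wells with excess untagged CBFb-SMMHC; inhibitors lower the FRET ratio by blocking Runt binding to CBFb-SMMHC; some results filed as inactive read as strong as hits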
* marks the source's active call; other numbers are inactive results.

How did CC1CCC(C(C)C)C(OC(=O)Cn2c(-c3ccc(F)cc3)[n+](C)c3ccccc32)C1 (stereo unspecified) do in these assays?
p97 ATPase inh: -1; Hck Nef HTS: 1; NPY Y1 blocker: 61*; MDM2 E3 inh: -15; NPY-Y1 PAM-ag: -47; Runt-CBFb FRET: -1; NPY2 pot ag: -11; RBBP9 inh: -6; Runt-SMMHC FRET: -2

How did COCCNC(=O)C(c1cccs1)N(Cc1ccccc1)C(=O)Cn1nnc2ccccc21 (stereo unspecified) do in these assays?
p97 ATPase inh: 1; Hck Nef HTS: 4; NPY Y1 blocker: 5; MDM2 E3 inh: -25; NPY-Y1 PAM-ag: 1; Runt-CBFb FRET: -2; NPY2 pot ag: -12; RBBP9 inh: -10; Runt-SMMHC FRET: -1

How did Cc1cc(NC(=O)c2ccc3c(c2)C(=O)N(C)C3=O)no1 do in these assays?
p97 ATPase inh: 5; Hck Nef HTS: 2; NPY Y1 blocker: 2; MDM2 E3 inh: -23; NPY-Y1 PAM-ag: 15; Runt-CBFb FRET: 3; NPY2 pot ag: 11; RBBP9 inh: 12; Runt-SMMHC FRET: 2

Results for CCC(C)(C(=O)NC1CCCC1)N(Cc1ccco1)C(=O)Cc1cccs1 (stereo unspecified) ?
p97 ATPase inh: 1; Hck Nef HTS: 1; NPY Y1 blocker: 49*; NPY-Y1 PAM-ag: -2; Runt-CBFb FRET: 0; NPY2 pot ag: -7; RBBP9 inh: -10; Runt-SMMHC FRET: 2

How did O=c1cc(C(F)(F)F)[nH]c2ccc(C(F)(F)F)cc12 do in these assays?
p97 ATPase inh: -1; Hck Nef HTS: -15; MDM2 E3 inh: -8; NPY-Y1 PAM-ag: -4; Runt-CBFb FRET: 0; NPY2 pot ag: 2; RBBP9 inh: -8; Runt-SMMHC FRET: -1

How did COCCCN(C(=O)c1cc2c(s1)CCC2)c1c(N)n(Cc2ccccc2)c(=O)[nH]c1=O do in these assays?
p97 ATPase inh: 1; Hck Nef HTS: 35; NPY Y1 blocker: 3; MDM2 E3 inh: -22; NPY-Y1 PAM-ag: -14; Runt-CBFb FRET: 0; NPY2 pot ag: 3; RBBP9 inh: -9; Runt-SMMHC FRET: -1

What do the screens show for `COc1ccccc1N1CCN(C(=O)c2cc(-c3ccc(Br)cc3)on2)CC1`?
p97 ATPase inh: -4; Hck Nef HTS: 18; NPY Y1 blocker: 1; MDM2 E3 inh: 0; NPY-Y1 PAM-ag: -13; Runt-CBFb FRET: 0; NPY2 pot ag: -5; RBBP9 inh: -4; Runt-SMMHC FRET: -4

What do the screens show for `[O-]/[N+](=C\c1ccc(OC(F)F)cc1)c1ccccc1`?
p97 ATPase inh: -4; Hck Nef HTS: -1; NPY Y1 blocker: 8; MDM2 E3 inh: -5; NPY-Y1 PAM-ag: -2; Runt-CBFb FRET: 0; NPY2 pot ag: -3; RBBP9 inh: -10; Runt-SMMHC FRET: 7

How did O=C(CSc1nnc(CN2CCOCC2)n1-c1ccc(Cl)cc1)Nc1ccc2c(c1)OCO2 do in these assays?
p97 ATPase inh: -2; Hck Nef HTS: -2; NPY Y1 blocker: -5; MDM2 E3 inh: -17; NPY-Y1 PAM-ag: 3; Runt-CBFb FRET: 4; NPY2 pot ag: -5; RBBP9 inh: 6; Runt-SMMHC FRET: -2

What do the screens show for `COCCCNC(=O)Cn1cnc2sc(C)c(S(=O)(=O)N3CCN(c4ncccn4)CC3)c2c1=O`?
p97 ATPase inh: 5; Hck Nef HTS: 24; NPY Y1 blocker: 11; MDM2 E3 inh: -7; NPY-Y1 PAM-ag: -5; Runt-CBFb FRET: 0; NPY2 pot ag: 9; RBBP9 inh: -1; Runt-SMMHC FRET: -1

How did O=C(Nc1cccc(NC(=O)c2ccco2)c1)c1ccc2c(c1)OCCO2 do in these assays?
p97 ATPase inh: 17*; Hck Nef HTS: 13; NPY Y1 blocker: 1; MDM2 E3 inh: -12; NPY-Y1 PAM-ag: -18; Runt-CBFb FRET: -2; NPY2 pot ag: -20; RBBP9 inh: -7; Runt-SMMHC FRET: 4

How did NC(=O)C1CCN(C(=O)COc2cccc3ccccc23)CC1 do in these assays?
p97 ATPase inh: 1; Hck Nef HTS: 5; NPY Y1 blocker: 5; MDM2 E3 inh: -15; NPY-Y1 PAM-ag: -22; Runt-CBFb FRET: 3; NPY2 pot ag: -6; RBBP9 inh: -1; Runt-SMMHC FRET: -1

Random excerpt: two entries already listed
How did O=C(Nc1cccc(NC(=O)c2ccco2)c1)c1ccc2c(c1)OCCO2 do in these assays?
p97 ATPase inh: 17*; Hck Nef HTS: 13; NPY Y1 blocker: 1; MDM2 E3 inh: -12; NPY-Y1 PAM-ag: -18; Runt-CBFb FRET: -2; NPY2 pot ag: -20; RBBP9 inh: -7; Runt-SMMHC FRET: 4

How did CC1CCC(C(C)C)C(OC(=O)Cn2c(-c3ccc(F)cc3)[n+](C)c3ccccc32)C1 (stereo unspecified) do in these assays?
p97 ATPase inh: -1; Hck Nef HTS: 1; NPY Y1 blocker: 61*; MDM2 E3 inh: -15; NPY-Y1 PAM-ag: -47; Runt-CBFb FRET: -1; NPY2 pot ag: -11; RBBP9 inh: -6; Runt-SMMHC FRET: -2

Other structures.
Results for CC1CC(C)CN(C(=S)Nc2ccc(SC(F)F)cc2)C1 (stereo unspecified) ?
p97 ATPase inh: -3; Hck Nef HTS: 2; NPY Y1 blocker: -3; MDM2 E3 inh: -12; NPY-Y1 PAM-ag: 12; Runt-CBFb FRET: 4; NPY2 pot ag: 2; RBBP9 inh: -5; Runt-SMMHC FRET: 4

Results for CCCCc1nnc(NC(=O)CSc2nc(=O)cc(N)n2-c2cccc(C)c2)s1 ?
p97 ATPase inh: -1; Hck Nef HTS: 1; NPY Y1 blocker: 5; MDM2 E3 inh: -17; NPY-Y1 PAM-ag: -17; Runt-CBFb FRET: -1; NPY2 pot ag: 4; RBBP9 inh: -3; Runt-SMMHC FRET: -6

Results for CCS(=O)(=O)CCSc1nc(C)cc(C)n1 ?
p97 ATPase inh: 2; Hck Nef HTS: -2; NPY Y1 blocker: 4; MDM2 E3 inh: -13; NPY-Y1 PAM-ag: -7; Runt-CBFb FRET: -2; NPY2 pot ag: 6; RBBP9 inh: -5; Runt-SMMHC FRET: 0

What do the screens show for `COCCN(Cc1cc2cc3c(cc2nc1Cl)OCO3)C(=O)c1ccc(C)cc1`?
p97 ATPase inh: 4; Hck Nef HTS: 21; NPY Y1 blocker: 1; MDM2 E3 inh: 8; NPY-Y1 PAM-ag: 2; NPY2 pot ag: -7; RBBP9 inh: -2

Results for COc1cccc(C(=O)CSc2nc3ccccc3n2CC(=O)N2CCOCC2)c1 ?
p97 ATPase inh: 4; Hck Nef HTS: -10; NPY Y1 blocker: -2; MDM2 E3 inh: -4; NPY-Y1 PAM-ag: 19; Runt-CBFb FRET: -1; NPY2 pot ag: 8; RBBP9 inh: -13; Runt-SMMHC FRET: -4

What do the screens show for `CCC(=O)N(CCC(c1ccccc1)c1ccco1)Cc1cccs1` (stereo unspecified)?
p97 ATPase inh: -9; Hck Nef HTS: -1; NPY Y1 blocker: 27*; MDM2 E3 inh: -8; NPY-Y1 PAM-ag: -12; Runt-CBFb FRET: 2; NPY2 pot ag: -5; RBBP9 inh: -12; Runt-SMMHC FRET: 1

Results for CCCCN1/C(=C/c2ccc3ccccc3[n+]2CC)Sc2ccccc21 ?
p97 ATPase inh: 7; Hck Nef HTS: 20; NPY Y1 blocker: 9; MDM2 E3 inh: -68; NPY-Y1 PAM-ag: -2; Runt-CBFb FRET: -12; NPY2 pot ag: -1; RBBP9 inh: -3; Runt-SMMHC FRET: -17

How did O=[N+]([O-])c1cccc(-c2cn(-c3ccccc3)c(=S)[nH]2)c1 do in these assays?
p97 ATPase inh: 4; Hck Nef HTS: 18; NPY Y1 blocker: -1; MDM2 E3 inh: -8; NPY-Y1 PAM-ag: 7; Runt-CBFb FRET: 10; NPY2 pot ag: -3; RBBP9 inh: -6; Runt-SMMHC FRET: 34

What do the screens show for `NS(=O)(=O)c1ccc(CCNC(=O)COC(=O)CC(c2ccccc2)c2ccccc2)cc1`?
p97 ATPase inh: 5; Hck Nef HTS: 8; NPY Y1 blocker: -3; MDM2 E3 inh: -19; NPY-Y1 PAM-ag: -4; Runt-CBFb FRET: -2; NPY2 pot ag: -7; RBBP9 inh: -4; Runt-SMMHC FRET: -2

How did Cc1cc(=O)oc2c(CN3CCC(C)CC3)c(O)c(Cl)cc12 do in these assays?
p97 ATPase inh: 1; Hck Nef HTS: 118*; NPY Y1 blocker: 3; MDM2 E3 inh: -13; NPY-Y1 PAM-ag: -15; Runt-CBFb FRET: 77*; NPY2 pot ag: -12; RBBP9 inh: -2; Runt-SMMHC FRET: 140*

What do the screens show for `CN(CC(=O)N1CCN(Cc2ccccc2)CC1)S(=O)(=O)c1cccc2nsnc12`?
p97 ATPase inh: 0; Hck Nef HTS: -5; NPY Y1 blocker: -5; MDM2 E3 inh: -15; NPY-Y1 PAM-ag: 5; Runt-CBFb FRET: 0; NPY2 pot ag: -16; RBBP9 inh: 2; Runt-SMMHC FRET: 3

Results for COc1ccccc1C(=O)NCC(=O)OCC(=O)c1ccc2c(c1)-c1ccccc1C2 ?
p97 ATPase inh: 7; Hck Nef HTS: 3; NPY Y1 blocker: 6; MDM2 E3 inh: -18; NPY-Y1 PAM-ag: -45; Runt-CBFb FRET: -1; NPY2 pot ag: -6; RBBP9 inh: -10; Runt-SMMHC FRET: -2

How did Clc1cccc(Nc2nc(-c3cccnc3)cs2)c1 do in these assays?
p97 ATPase inh: -2; Hck Nef HTS: 25; NPY Y1 blocker: -13; MDM2 E3 inh: -5; NPY-Y1 PAM-ag: 47*; NPY2 pot ag: 30*; RBBP9 inh: -6

Results for COc1cc(/C=C(/NC(=O)c2ccccc2Cl)C(=O)O)cc(OC)c1OC ?
p97 ATPase inh: -3; Hck Nef HTS: 1; NPY Y1 blocker: 0; MDM2 E3 inh: -13; NPY-Y1 PAM-ag: -5; Runt-CBFb FRET: -3; NPY2 pot ag: -9; RBBP9 inh: -9; Runt-SMMHC FRET: 0

What do the screens show for `O=C(NNC(=O)c1ccccc1[N+](=O)[O-])c1ccco1`?
p97 ATPase inh: 6; Hck Nef HTS: 19; NPY Y1 blocker: -1; MDM2 E3 inh: -14; NPY-Y1 PAM-ag: 16; Runt-CBFb FRET: 2; NPY2 pot ag: -14; RBBP9 inh: -6; Runt-SMMHC FRET: 1

Compound activity deposited in PubChem by several laboratories.
